C_diff_HTS = inhibitors of Clostridium difficile growth; Clostridium difficile clinical isolate growth, OD600, 24 h; stronger effect = lower value; growth activity, negative = inhibition, % at 16 µg/mL (by protocol); 86,000 compounds, 0.25% hits;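 active means mean growth activity at or below -80% and every replicate also at or below -80%; inconclusive means mean at or below -80% but some replicate above -80%; inactive means mean growth activity above -80%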;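 further: 0% = DMSO wells and -100% = levofloxacin 16 µg/mL wells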
Tcruzi_prolif = T. cruzi proliferation inhibition. T. cruzi beta-gal in NIH3T3, GalScreen luminescence, 90 h. inhibition, % at 8.34 µM. 77,000 compounds, 5.9% hits;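 active means mean inhibition above about 93%, with at least 55% of replicates each passing it, limit read from the data, passing the limit was not always enough; inconclusive means only one of those two conditions holds; inactive means neither condition holds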
Pf_Dd2_inh = inhibitors of Plasmodium falciparum Dd2 growth; P. falciparum Dd2 growth, SYBR Green, 72 h; stronger effect = lower value; activity change, % at 10 µM; 94,000 compounds, 2.3% hits; in the data active means activity change below about -80%; inconclusive means no clear call, values can overlap the other calls
GASC1_inh = KDM4C (human) demethylase inhibition; Q9H3R0; GST-KDM4C 2-372, H3K9me3 peptide, LANCE TR-FRET; inhibition, % at 12.5 µM; 96,000 compounds, 0.15% hits; AID 720574;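 active means mean replicate inhibition above about 25%, with at least 55% of replicates also reaching it, limit read from the data, passing the limit was not always enough; inconclusive means only one of those two conditions met; inactive means neither condition met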
Target sequence (Q9H3R0 2-372 limits assumed): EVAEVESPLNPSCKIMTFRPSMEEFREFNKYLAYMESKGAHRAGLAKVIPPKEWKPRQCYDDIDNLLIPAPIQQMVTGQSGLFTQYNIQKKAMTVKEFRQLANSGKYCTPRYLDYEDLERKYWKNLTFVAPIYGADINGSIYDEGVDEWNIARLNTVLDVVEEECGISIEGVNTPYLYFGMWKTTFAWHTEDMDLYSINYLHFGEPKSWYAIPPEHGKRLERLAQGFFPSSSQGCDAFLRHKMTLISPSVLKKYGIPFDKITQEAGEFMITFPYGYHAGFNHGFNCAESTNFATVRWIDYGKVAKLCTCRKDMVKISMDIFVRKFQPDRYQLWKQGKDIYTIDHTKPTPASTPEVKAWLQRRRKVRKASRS
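Test system: N-terminal GST-fused human GASC-1 (KDM4C) fragment, residues 2-372; quantity: GASC-1 enzyme at 10 nM final in reaction; dosing: single dose; schedule: 30 min demethylation and 1 h detection at room temperature; signal: LANCE TR-FRET, excitation 340 nm, emissions 618 and 671 nm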
Numbers without * were called inactive; ? = inconclusive; . = no result given; & = joins results of further samples.

SMILES C_diff_HTS Tcruzi_prolif Pf_Dd2_inh GASC1_inh
O=C(Cc1ccccn1)NCC[C@H]1CC[C@@H](NC(=O)c2ccccc2F)[C@@H](CO)O1 . 16 5 2.0
CC(=O)N(C)C[C@@H]1Oc2ncc(/C=C/c3ccccc3)cc2C(=O)N([C@H](C)CO)C[C@@H]1C 2 33 22 -3.9
Cc1cc(C(=O)Nc2cccc3c2O[C@@H](CN(C)CC2CCCCC2)[C@@H](C)CN([C@H](C)CO)C3=O)n(C)n1 17 31 3 -0.1
CCC(=O)N1[C@H](CO)[C@@H](c2ccc(-c3cccc(OC)c3)cc2)C12CN(C(C)=O)C2 -6 . 15 0.4
O=C(C[C@H]1CC[C@H]2[C@@H](COC[C@@H](O)CN2S(=O)(=O)c2ccc(F)cc2)O1)NCC1CC1 4 0 -2 3.7
CCNC(=O)C[C@H]1CC[C@H]2[C@@H](COC[C@H](O)CN2C(=O)C2CC2)O1 -3 -11 -1 0.2
CCC(=O)N(C)C[C@H]1Oc2cc(C#CC3(O)CCCC3)ccc2S(=O)(=O)N([C@H](C)CO)C[C@@H]1C -3 71 13 -1.0
COc1ccc(S(=O)(=O)Nc2ccc3c(c2)C(=O)N([C@@H](C)CO)C[C@H](C)[C@@H](CN(C)Cc2ccc4c(c2)OCO4)OCCCC[C@H](C)O3)cc1 -3 61 -45 0.4
C[C@@H]1CN([C@H](C)CO)C(=O)c2cc(NC(=O)c3ccccc3)ccc2O[C@@H](C)CCCCO[C@@H]1CN(C)CC1CCCCC1 0 62 -75 -1.7
O=C(NC1CCCC1)[C@H]1[C@H](CO)[C@H]2Cn3c(cccc3=O)[C@H]2N1CC1CCOCC1 0 . 18 9.6
O=C(c1ccccc1F)N1CC(=O)N2[C@@H](CO)[C@H](c3ccc(C#Cc4ccccc4)cc3)[C@@H]2C1 1 . -37 -0.7
CC(=O)N1[C@@H]2c3ccc(C4=CCCCC4)c(=O)n3C[C@H]1[C@H](CO)[C@H]2C(=O)N[C@H](C)c1ccccc1 17 21 . 4.2
C[C@@H]1CN([C@@H](C)CO)S(=O)(=O)c2ccc(Br)cc2O[C@H]1CN(C)C(=O)C1CC1 3 . -24 16
Cc1noc(C)c1NC(=O)Nc1cccc2c1O[C@H](CN(C)CC1CCCCC1)[C@@H](C)CN([C@@H](C)CO)C2=O -5 16 -2 1.9
CCCN(C)C[C@H]1OCCCC[C@H](C)Oc2ccc(NS(=O)(=O)c3ccccc3)cc2C(=O)N([C@@H](C)CO)C[C@H]1C -1 59 -24 15
C[C@@H]1CCCCO[C@@H](CN(C)Cc2ccc(C(=O)O)cc2)[C@@H](C)CN([C@H](C)CO)C(=O)c2cc(NC(=O)Nc3ccc4c(c3)OCO4)ccc2O1 4 5 23 1.6
Cc1cc(C(=O)Nc2cccc3c2O[C@H](CN(C)S(=O)(=O)c2ccc(F)cc2)[C@@H](C)CN([C@@H](C)CO)C3=O)n(C)n1 3 29 12 1.4
C[C@H](CO)N1C[C@H](C)[C@H](CN(C)C(=O)[C@H]2CCCN2C)OCc2ccccc2-c2ccccc2C1=O -5 -14 -5 7.6
C[C@H](CO)N1C[C@H](C)[C@H](CN(C)Cc2ccc3c(c2)OCO3)Oc2ccc(NS(=O)(=O)c3cccs3)cc2C1=O . -49 26 -1.5
N#C[C@H]1N[C@@H](CO)[C@H]1c1ccc(C#CC2CCCCC2)cc1 -3 78 10 1.9
C[C@H](CO)N1C[C@H](C)[C@@H](CN(C)C(=O)Nc2ccc(F)cc2)OCCCC[C@H](C)Oc2ccc(NS(=O)(=O)c3ccc(Cl)cc3)cc2C1=O . . -41 0.1
C[C@@H]1CCCCO[C@@H](CN(C)Cc2ccc(C(=O)O)cc2)[C@H](C)CN([C@@H](C)CO)C(=O)c2cc(NC(=O)Cc3ccccc3)ccc2O1 1 38 13 1.0
COc1cccc(NC(=O)C[C@@H]2CC[C@@H]3[C@@H](COc4ccc(NC(C)=O)cc4C(=O)N3C)O2)c1 1 31 11 2.6
CO[C@H](CN(C)S(=O)(=O)c1cccc(Cl)c1)[C@H](C)CN(C(=O)Nc1ccccc1F)[C@@H](C)CO . -46 -14 0.3
O=C(NC[C@H]1[C@@H](c2ccccc2)[C@H](CO)N1C(=O)Cc1cccnc1)C1CC1 4 13 -7 -8.4
C[C@H](CO)N1C[C@H](C)[C@@H](CN(C)C(=O)CCC(F)(F)F)OCCCC[C@H](C)Oc2ccc(N(C)C)cc2C1=O -4 27 32 2.3
COc1cccc(C(=O)Nc2ccc3c(c2)OC[C@H](C)N(C(=O)C2CCCC2)C[C@@H](C)[C@@H](OC)CN(C)C3=O)c1 . 51 . -0.3
O=C(c1cccnc1)N1CC[C@@H]2[C@H](CO)Nc3ccc(C4=CCCCC4)cc3[C@@H]21 -9 . -30 -1.2
CCS(=O)(=O)Nc1ccc2c(c1)C(=O)N(C)C[C@@H](OC)[C@H](C)CN(Cc1cccnc1)[C@H](C)CO2 -6 17 . -0.2
C[C@H]1CN([C@@H](C)CO)C(=O)c2cc(NC(=O)Nc3cccc4ccccc34)ccc2O[C@@H]1CN(C)C(=O)Nc1ccc2c(c1)OCO2 23 26 5 0.7

5 records drawn at random from the list so far:
SMILES C_diff_HTS Tcruzi_prolif Pf_Dd2_inh GASC1_inh
C[C@H](CO)N1C[C@H](C)[C@H](CN(C)Cc2ccc3c(c2)OCO3)Oc2ccc(NS(=O)(=O)c3cccs3)cc2C1=O . -49 26 -1.5
COc1cccc(NC(=O)C[C@@H]2CC[C@@H]3[C@@H](COc4ccc(NC(C)=O)cc4C(=O)N3C)O2)c1 1 31 11 2.6
O=C(NC[C@H]1[C@@H](c2ccccc2)[C@H](CO)N1C(=O)Cc1cccnc1)C1CC1 4 13 -7 -8.4
Cc1cc(C(=O)Nc2cccc3c2O[C@H](CN(C)S(=O)(=O)c2ccc(F)cc2)[C@@H](C)CN([C@@H](C)CO)C3=O)n(C)n1 3 29 12 1.4
C[C@@H]1CCCCO[C@@H](CN(C)Cc2ccc(C(=O)O)cc2)[C@H](C)CN([C@@H](C)CO)C(=O)c2cc(NC(=O)Cc3ccccc3)ccc2O1 1 38 13 1.0

Following part
SMILES C_diff_HTS Tcruzi_prolif Pf_Dd2_inh GASC1_inh
C[C@@H]1CCCCO[C@H](CN(C)C(=O)C2CCCCC2)[C@H](C)CN([C@@H](C)CO)C(=O)c2cc(NS(=O)(=O)c3cccs3)ccc2O1 -1 28 0 -2.1
COc1ccc(NC(=O)N[C@@H]2C=C[C@@H](CC(=O)NC3CCCCC3)O[C@@H]2CO)cc1 . -65 -31 -0.8
C[C@H](CO)N1C[C@H](C)[C@H](CN(C)S(=O)(=O)c2ccccc2)Oc2cc(Br)ccc2S1(=O)=O 9 . 5 0.0
CN(C)C(=O)c1ccc(-c2ccc3c(c2)[C@@H]2[C@@H](CCN2C(=O)c2cnccn2)[C@H](CO)N3)cc1 -4 79 5 0.9
C[C@H](CO)N1C[C@H](C)[C@@H](CN(C)C)Oc2cc(C#CCN(C)C)ccc2S1(=O)=O 1 48 8 2.9
COc1ccc2c3c([nH]c2c1)[C@H](CO)N(Cc1ccccc1)CC31CCN(C)CC1 9 . -77 -0.8
CCCNC(=O)N1CC2(CN(C(=O)c3ccncc3)C2)c2c([nH]c3cc(OC)ccc23)[C@@H]1CO -7 . 39 2.2
CCCNC(=O)C[C@H]1CC[C@@H]2[C@@H](COc3ccc(NC(=O)C4CCCC4)cc3C(=O)N2C)O1 -7 87 -10 0.7
O=C(CN1CCOCC1)N1CCCCN2[C@@H](CO)[C@H](c3ccc(C#Cc4ccccc4F)cc3)[C@@H]2C1 30 107* -18 1.0
CCC(=O)N1CCC2(CC1)CN(C(=O)NC1CCCC1)[C@@H](CO)c1c2c2ccc(OC)cc2n1C -9 . -22 -0.4
C[C@H]1CN([C@@H](C)CO)C(=O)c2cc(-c3cccc(F)c3)cnc2O[C@@H]1CN(C)CC1CCOCC1 4 . 7 2.7
COC(=O)C[C@H]1CC[C@H]2[C@@H](COc3ccc(NC(=O)Nc4cccc(Cl)c4)cc3C(=O)N2C)O1 -4 53 -9 0.3
CNC(=O)C[C@@H]1CC[C@H]2[C@@H](COc3ccc(NC(=O)c4ccccc4Cl)cc3C(=O)N2C)O1 -2 14 6 0.7
CO[C@@H]1CN(C)C(=O)c2ccc(NC(=O)Nc3cccc(F)c3)cc2OC[C@@H](C)N(C(=O)Nc2c(C)noc2C)C[C@@H]1C 3 . -18 -0.3
CO[C@H]1CN(C)C(=O)c2cc(NS(=O)(=O)CC(F)(F)F)ccc2OC[C@@H](C)N(Cc2ccccn2)C[C@H]1C . 73 2 -1.5
CCNC(=O)[C@H]1[C@H](CO)[C@H]2Cn3c(ccc(-c4ccccc4)c3=O)[C@H]2N1C(=O)C1CCC1 1 23 1 -6.0
O=C(N[C@@H]1CC[C@H](CCNC(=O)C2CCCCC2)O[C@H]1CO)c1ccccn1 . 64 -7 1.0
O=S(=O)(Cc1ccccc1)N1CCCCN2[C@@H](CO)[C@@H](c3ccc(-c4cccnc4)cc3)[C@@H]2C1 -11 89 -53 -1.0
N#C[C@@H]1[C@H](c2ccc(-c3cccc(F)c3)cc2)[C@H](CO)N1C(=O)NC1CCCCC1 23 . -5 -1.4
COCC(=O)N(C[C@H]1N[C@@H](CO)[C@@H]1c1ccc(C2=CCCC2)cc1)C(C)C 4 33 -18 2.5
CCS(=O)(=O)N(C)C[C@@H]1OCc2ccccc2-c2c(n(C)c3ccccc23)C(=O)N([C@H](C)CO)C[C@@H]1C -2 . -5 .
CCC(=O)N1CC[C@@H]2[C@@H](CO)N(C)c3ccc(-c4ccc(C#N)cc4)cc3[C@@H]21 -4 56 9 -0.9
CN1c2ccc(C3=CCCCC3)cc2[C@H]2[C@H](CCN2C(=O)C2CCC2)[C@@H]1CO -2 . -41 6.7
O=C(c1ccccn1)N1C[C@@H]2[C@H](c3ccccc31)[C@@H](CO)N2C(=O)Nc1ccccc1Cl -6 1 2 -0.8
O=C(c1cccc(F)c1)N1C[C@H]2[C@@H](c3ccccc31)[C@H](CO)N2C(=O)c1cccc(F)c1 8 -4 -68 -5.4
Cc1ccccc1S(=O)(=O)NCC[C@@H]1CC[C@@H](NC(=O)C2CC2)[C@@H](CO)O1 -2 . -12 -0.9
CC(C)NC(=O)Nc1cccc2c1O[C@H](CN(C)Cc1ccc(Oc3ccccc3)cc1)[C@H](C)CN([C@H](C)CO)C2=O 0 47 -70 -1.1
CO[C@@H]1CN(C)C(=O)c2cc(NS(C)(=O)=O)ccc2OC[C@@H](C)N(S(C)(=O)=O)C[C@@H]1C 1 3 19 -0.4
O=C(C[C@H]1CC[C@H]2[C@@H](COC[C@@H](O)CN2Cc2cccc(Cl)c2)O1)NCC1CCCCC1 8&-6 59 . -0.8
C[C@@H]1CN([C@@H](C)CO)C(=O)c2cc(NC(=O)C3CCCCC3)ccc2O[C@H]1CN(C)C 3 -36 44 0.8
C[C@@H]1CN([C@@H](C)CO)C(=O)c2cccc(NC(=O)c3cnccn3)c2O[C@H]1CN(C)C(=O)Nc1ccc2c(c1)OCO2 . -7 -2 5.0
CO[C@H]1CN(C)C(=O)c2cc(NS(=O)(=O)c3cn(C)cn3)ccc2OC[C@@H](C)NC[C@H]1C . 13 -56 3.2
CO[C@H]1CN(C)C(=O)c2ccc(NC(=O)Cc3ccccc3)cc2OC[C@H](C)N(C(C)=O)C[C@H]1C . 15 4 -0.9
O=C(C[C@@H]1CC[C@@H]2[C@H](COC[C@H](O)CN2C(=O)c2cnccn2)O1)N1CCN(c2ccccc2)CC1 -2&-2 -7 16 -2.8
CCCNC(=O)N1CC2(CCN(Cc3ccc(F)cc3)CC2)c2c([nH]c3cc(OC)ccc23)[C@@H]1CO -2 . -78 2.0
O=C(C[C@H]1C[C@@H]2c3cc(NC(=O)NC4CCCC4)ccc3O[C@@H]2[C@@H](CO)O1)NCc1ccc(Oc2ccccc2)cc1 -3 . -36 -5.9
Cc1cccc(S(=O)(=O)N(C)C[C@@H]2OCc3ccccc3-c3c(n(C)c4ccccc34)C(=O)N([C@H](C)CO)C[C@@H]2C)c1 . ? -86* -3.5
Cc1noc(C)c1NC(=O)N(C)C[C@@H]1OCCCC[C@H](C)Oc2ccc(NS(=O)(=O)c3ccccc3)cc2C(=O)N([C@H](C)CO)C[C@@H]1C -5 -38 -10 1.8
C[C@@H]1CCCCO[C@H](CN(C)Cc2ccccc2)[C@@H](C)CN([C@H](C)CO)C(=O)c2cc(NC(=O)Nc3ccccc3)ccc2O1 . . -26 -1.5
O=C(CC1CC1)N1CC(=O)N2[C@H](CO)[C@@H](c3ccc(C#Cc4ccc(F)cc4)cc3)[C@H]2C1 -15 . -27 -1.0
Cc1ccc(S(=O)(=O)N(C)C[C@@H]2OCCCC[C@@H](C)Oc3ccc(NS(=O)(=O)c4ccccc4)cc3C(=O)N([C@H](C)CO)C[C@H]2C)cc1 10 102 -65 1.8
CC(=O)N(C)C[C@@H]1Oc2cc(C#Cc3cccnc3)ccc2S(=O)(=O)N([C@@H](C)CO)C[C@H]1C -2 . 10 -0.9
O=C(C[C@@H]1CC[C@@H]2[C@H](COC[C@@H](O)CN2Cc2cccc(-c3ccncc3)c2)O1)N1CCN(c2ccccc2)CC1 1 63 -49 1.7

Source: PubChem BioAssay
